CHT PAM = allosteric activators of human choline transporter CHT; CHT-expressing cells, membrane potential dye, choline EC20; hits give high values; LV-AA mutant CHT in HEK293 cells; B-score at 10 µM; 0.49% of 310,000 active; AID 488977;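 active = initial fluorescence not abnormally high and integrated response B-score, plate-corrected, over 3 SD above library mean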
Target sequence (Q9GZV3 whole entry, looked up): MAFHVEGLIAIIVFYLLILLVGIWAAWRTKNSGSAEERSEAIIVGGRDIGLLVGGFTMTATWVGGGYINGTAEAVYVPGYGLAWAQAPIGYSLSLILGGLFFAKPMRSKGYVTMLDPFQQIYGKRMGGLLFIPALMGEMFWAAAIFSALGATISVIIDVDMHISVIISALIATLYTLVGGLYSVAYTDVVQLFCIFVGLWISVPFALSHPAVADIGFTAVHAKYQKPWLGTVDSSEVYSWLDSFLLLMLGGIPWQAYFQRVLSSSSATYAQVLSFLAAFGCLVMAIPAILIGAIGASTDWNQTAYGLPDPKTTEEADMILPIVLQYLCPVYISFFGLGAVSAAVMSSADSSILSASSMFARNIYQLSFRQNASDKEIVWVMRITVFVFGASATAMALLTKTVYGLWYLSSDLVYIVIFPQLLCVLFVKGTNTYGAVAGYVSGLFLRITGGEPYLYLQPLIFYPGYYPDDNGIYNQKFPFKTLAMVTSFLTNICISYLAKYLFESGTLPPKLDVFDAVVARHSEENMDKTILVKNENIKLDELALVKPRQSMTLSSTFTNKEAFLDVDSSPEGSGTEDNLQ
OX1R antag-1 = OX1R (human) antagonism; O43613; OX1R-expressing cells, FRET antagonist read-out; inhibition, % at 6.6 µM; 1.8% of 330,000 active; AID 485270; in the data active = inhibition mostly above about 38%, no sharp cut-off; inactive = mostly below about 40%;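 note: 0% = agonist challenge alone and 100% = reference antagonist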
Target sequence (O43613 whole entry, looked up): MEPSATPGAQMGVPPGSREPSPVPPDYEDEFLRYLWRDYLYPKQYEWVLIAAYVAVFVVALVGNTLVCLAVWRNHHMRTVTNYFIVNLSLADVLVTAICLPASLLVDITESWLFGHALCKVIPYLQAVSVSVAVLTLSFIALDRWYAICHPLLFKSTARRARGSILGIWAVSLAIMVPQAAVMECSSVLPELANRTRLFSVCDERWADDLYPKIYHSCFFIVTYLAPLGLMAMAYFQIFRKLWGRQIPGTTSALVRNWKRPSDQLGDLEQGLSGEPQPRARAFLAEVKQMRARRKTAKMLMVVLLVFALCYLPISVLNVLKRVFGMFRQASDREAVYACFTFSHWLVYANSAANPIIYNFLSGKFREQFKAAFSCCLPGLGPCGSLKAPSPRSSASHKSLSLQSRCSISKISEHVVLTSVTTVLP
OX1R antag-2 = antagonists of human orexin 1 receptor; CHO/OX1R cells, Fluo-8 calcium fluorescence, orexin A; inhibition, % at 5 µM; 0.43% of 330,000 active; AID 434989;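 active = inhibition above its plate's threshold, mean inhibition of all tested compounds on the plate plus 3 SD, cut at about 37% in these data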;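 note: 0% = orexin A challenge wells and 100% = SB-334867-A antagonist wells; not every result past the cut was called active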
Starred values were filed as active, the others as inactive; i = inactive; / = not tested or not shown.

mol	OX1R antag-2	OX1R antag-1	CHT PAM
CN(C)CCO[C@@H](c1ccc(Cl)cc1)c1ccccn1	-14	20	i
O=C(CN1CCC(O)(c2cccc(F)c2)CC1)NCCc1c[nH]c2ccccc12	-15	9	i
Cc1ccccc1C(=O)Nc1ccnn1C1CCN(C2CCSCC2)CC1	-12	16	i
CC1=C(C(=O)OCc2ccccc2)C(c2cccc([N+](=O)[O-])c2)NC(=O)N1CCCCCC(=O)O (centres undefined)	-23	19	i
O=C(c1ccco1)N1CCN=C1SCc1c(F)cccc1Cl	3	6	i
CCCC1(C(=O)OCC)NC(c2ccc(N(C)C)cc2)C2C(=O)N(c3ccc(OCC)cc3)C(=O)C21 (centres undefined)	-25	10	i
O=c1cccc(-c2ccccc2)[nH]1	-8	16	i
COc1ccc(-c2nnc(SCC(=O)N3CCCC3)o2)cc1OC	2	16	i
Cc1ccc(NC(=O)CCNS(=O)(=O)c2ccccc2F)cc1S(=O)(=O)N1CCOCC1	-12	27	i
Cc1cc(=O)[nH]c(SCn2nnc3ccccc3c2=O)n1	-21	7	i
COc1cc2nc(CN(C)Cc3nc4ccccc4c(=O)[nH]3)[nH]c(=O)c2cc1OC	-3	11	i
Cc1cc2ccccc2c(=O)n1CC(=O)NCC(=O)N1CCCC1	5	22	i
Cc1ccc2c(c1)N(CC(=O)N(Cc1ccccn1)Cc1ccco1)C(=O)C(C(C)C)O2 (centres undefined)	-16	34	i
COC(=O)C1C(c2ccccc2)C(C(=O)OCc2ccco2)C1c1ccccc1 (centres undefined)	-13	30	i
O=C(CSc1nc2ccccc2s1)NC1CCS(=O)(=O)C1 (centres undefined)	13	7	i
O=P(CCO)(c1ccccc1)c1ccccc1	-27	17	i
CN1CCN(Cc2nc3cc(NC(=O)COc4ccc([N+](=O)[O-])cc4)ccc3n2C)CC1	-11	30	i
O=[N+]([O-])c1ccc2c(c1)Nc1nc3ccccc3nc1N2	7	17	i
CCS(=O)(=O)N1CCC(C(=O)N2CCOCC2)CC1	5	0	i
Nc1ncnc2c1ncn2[C@@H]1O[C@H](CNCc2ccc(OCC(=O)Nc3nccs3)cc2)[C@@H](O)[C@H]1O	-18	1	/
COc1ccc2c3n(nc2c1)CCN=C3c1ccc(C)cc1	-33	29	i
COc1cc(NC(=O)c2noc(C)c2[N+](=O)[O-])c(OC)cc1Cl	-17	19	i
O=S(=O)(c1ccc(-c2ccccc2)cc1)N1CCCCC1	-28	5	i
O=C1CN(C(=O)COC(=O)c2oc3ccccc3c2COc2ccccc2)c2ccccc2N1	-9	22	i
COC(=O)c1cn(CC(=O)Nc2ccc(OC)cc2)c2ccccc12	-5	5	i
CC(C)(Cc1cc(CC(C)(C)C(=O)O)cc(C(C)(C)C)c1)C(=O)O	3	22	i
C=CCNC(=O)c1c(Cl)cnn1-c1ccc(C)cc1	-33	14	i
COc1ccc(COC(=O)c2n[nH]c3ccccc23)cc1F	-15	26	i
CC(C)(NC(=O)N1CCOCC1)c1cccc(C(C)(C)NC(=O)N2CCOCC2)c1	4	-1	i
CCOC(=O)C1CCN(C(=O)CN(C)S(=O)(=O)c2ccc3c(c2)c(=O)n(C)c(=O)n3C)CC1	-14	4	i
COc1ccc2c(c1)N(C)/C(=C1/SC(=NCc3ccccc3)N(c3ccccc3)C1=O)S2	-1	9	i
CCCNC(=O)C(=O)NCc1ccccn1	-14	9	i
COc1ccc(C(CC(=O)N2CCN(c3ccccc3)CC2)c2c(O)cc(OC)cc2OC)cc1 (centres undefined)	-12	36	i
COc1ccc(/C=N/Nc2nnc(Cc3ccccc3)c(=O)[nH]2)cc1OC	-49	17	i
O=C(Nc1ccc(F)cc1F)c1ccc2ncsc2c1	-15	-2	i
O=C(CBr)N1CCc2ccccc2C(c2ccccc2)C1 (centres undefined)	-2	1	i
CCCC(C(=O)NNC(=O)c1cc(C)oc1C)c1ccccc1 (centres undefined)	19	13	/
NS(=O)(=O)c1ccc(CCNC(=O)CSc2ccc([N+](=O)[O-])cc2)cc1	0	18	i
COc1ccc2cc3cc(C(=O)NCCCN4CCc5ccccc5C4)sc3nc2c1	-15	18	i
CC1(C)CC(=O)c2cc(C(=O)NCc3ccco3)c(=O)n(-c3ccc(Cl)cc3)c2C1	-22	18	i
CC(C)Cn1c(-c2cccs2)nc2ccccc21	-30	18	i
CCOC(=O)C1=C(C)N(C[C@@H]2CC[C@@H](Cc3ccc(-c4ccccc4)cc3)O2)C(=O)NC1c1cccc([N+](=O)[O-])c1 (some centres undefined)	-28	3	/
COC(=O)C1=CN(c2ccc(F)c(F)c2)C=C(C(=O)OC)C1c1ccc([N+](=O)[O-])cc1	-8	23	i
O=C(NC1CC1)C1=C[C@@H](C2CCCCC2)C[C@@H](OCCCCO)O1	-17	27	i
Cc1nc2ccccc2c(=O)n1CCCn1ccnc1	-4	6	8.7*
COc1ccc(S(=O)(=O)N2CCCC(C(=O)NCc3ccc4c(c3)OCO4)C2)cc1 (centres undefined)	-39	19	i
COc1ccccc1-n1c(SCC(=O)NC2CCCC2)nc2cccnc21	-22	18	i
Cc1nn(CC(=O)OCC(=O)c2ccc(OC(F)F)cc2)c(C)c1[N+](=O)[O-]	-3	4	/
O=C(/C=C/c1ccccc1O)c1ccc(Cl)cc1	-2	11	i
O=C(NCCN1CCOCC1)c1cc(-c2cccc(O)c2)on1	-11	28	i
COc1ccc(C2=NN(C(=O)c3cccs3)C(c3ccccc3OC)C2)cc1OC (centres undefined)	-22	27	i
CCOC(=O)CSCC(NC(=O)OC(C)(C)C)C(=O)OCC (centres undefined)	-7	17	i
Cc1ccc(C(=O)NCCN2C3=NC[C@@H](Cc4ccccc4)N3C[C@H]2Cc2ccc(O)cc2)cc1Br	-19	14	i
CC(=O)Nc1ccc(SCC(=O)Nc2ccccc2N2CCOCC2)cc1	-4	8	/
CN(CCO)CC(O)Cn1cnc2c1c(=O)n(C)c(=O)n2C (centres undefined) (tested in a mixture with another compound)	-2	20	i
CCN(CC)C(=O)COc1coc(CN2CCN(c3ccc(F)cc3)CC2)cc1=O	-18	12	i
COc1cccc(CCN2CCC(CNS(=O)(=O)c3cc(-c4cc(C)no4)ccc3C)CC2)c1	-8	18	i
CCN(C(=O)Cc1c(C(=O)O)[nH]c2ccccc12)c1cc(OC)ccc1OC	-16	36	i
C/C(O)=C\c1nc(=O)c2c(C)cc(C)nc2n1-c1ccccc1	-9	8	i
CC1CC(C)(C)N2C(=O)C3(Nc4ccccc4S3)c3cccc1c32 (centres undefined)	-23	8	i

Shown with values under each structure: part of the list above
The line under a structure holds: OX1R antag-2, OX1R antag-1, CHT PAM
O=C(NC1CC1)C1=C[C@@H](C2CCCCC2)C[C@@H](OCCCCO)O1
→ -17, 27, i
Cc1nc2ccccc2c(=O)n1CCCn1ccnc1
→ -4, 6, 8.7*
COc1ccc(S(=O)(=O)N2CCCC(C(=O)NCc3ccc4c(c3)OCO4)C2)cc1 (centres undefined)
→ -39, 19, i
COc1ccccc1-n1c(SCC(=O)NC2CCCC2)nc2cccnc21
→ -22, 18, i
Cc1nn(CC(=O)OCC(=O)c2ccc(OC(F)F)cc2)c(C)c1[N+](=O)[O-]
→ -3, 4, /
O=C(/C=C/c1ccccc1O)c1ccc(Cl)cc1
→ -2, 11, i
O=C(NCCN1CCOCC1)c1cc(-c2cccc(O)c2)on1
→ -11, 28, i
COc1ccc(C2=NN(C(=O)c3cccs3)C(c3ccccc3OC)C2)cc1OC (centres undefined)
→ -22, 27, i
CCOC(=O)CSCC(NC(=O)OC(C)(C)C)C(=O)OCC (centres undefined)
→ -7, 17, i
Cc1ccc(C(=O)NCCN2C3=NC[C@@H](Cc4ccccc4)N3C[C@H]2Cc2ccc(O)cc2)cc1Br
→ -19, 14, i
CC(=O)Nc1ccc(SCC(=O)Nc2ccccc2N2CCOCC2)cc1
→ -4, 8, /
CN(CCO)CC(O)Cn1cnc2c1c(=O)n(C)c(=O)n2C (centres undefined) (tested in a mixture with another compound)
→ -2, 20, i

The list goes on:
mol	OX1R antag-2	OX1R antag-1	CHT PAM
O=c1c(Oc2ccccc2F)coc2cc(OCc3cnn(-c4ccccc4)c3)ccc12	3	7	i
CCc1ccc(Nc2nnc(SCC(=O)Nc3ccc(C(=O)O)cc3)s2)cc1	-21	4	i
Clc1ccc(COn2nnc3ccccc32)c(Cl)c1	-33	11	i
Cc1c(Cc2ccccc2)c(=O)oc2c(C)c(OCC(=O)N3CCC(C(=O)O)CC3)ccc12	-7	12	i
C[C@H]1COC(=O)[C@@H](Cc2ccc(F)cc2)CC/C=C\C[C@H](CC(=O)NCCO)C(=O)N1	10	4	/
O=C(NCCCNC(=O)c1ccc(Cl)cc1Cl)c1ccco1	-7	18	i
CC(C)(O)CNC(=O)Nc1ccc(Cl)c(Cl)c1	0	3	i
N#Cc1ccc(CSc2nnc(-c3ccccn3)n2-c2ccccc2)cc1	-25	7	i
CCOc1cccc(/C(O)=C2/C(=O)C(=O)N(CCN3CCOCC3)C2c2ccncc2)c1 (centres undefined)	-7	4	i
O=C(N/N=C/C(c1ccccc1)c1ccccc1)c1ccccc1F	-19	35	i
CCn1c(=O)cc(OCC(=O)N2CCCC2)c2ccccc21	-8	5	i
CCc1cccc(CC)c1NC(=S)Nc1ccc2cn[nH]c2c1	4	10	i
CS(=O)(=O)N(Cc1ccc(C(=O)N2CCc3ccccc3C2)cc1)c1ccccc1	-21	21	i
Nc1nc2sc3c(c2cc1C(=O)NCC(=O)O)CCCC3	-29	8	i
Cc1cc(C)c2nc(SC(C)C#N)cc(C)c2c1 (centres undefined)	-38	1	i
N#Cc1ccccc1S(=O)(=O)N1CCN(C(=O)Cc2n[nH]c(=O)c3ccccc23)CC1	-6	0	/
CC(NC(=O)COC(=O)c1ccc2c(c1)OCCO2)c1ccccc1 (centres undefined)	-9	13	/
O=c1c2ccccc2nc(SCCN2CCCCC2)n1CCc1ccccc1	-30	10	7.8*
O=C(OC1CCCCC1=O)c1ccc(S(=O)(=O)Nc2ccccc2)cc1 (centres undefined)	2	7	i
O=S1(=O)CCO[C@H]2Cc3ccccc3[C@H]2N1Cc1cccc(Cl)c1	-16	36	i
Cn1c(-c2sccc2OCc2ccccc2)n[nH]c1=S	2	13	i
Cn1c(=O)n(C)c2cc(NC(=O)CCl)ccc21	8	4	i
CCN(C[C@H]1N[C@@](C)(C(=O)OC)[C@H]2C(=O)N(C)C(=O)[C@@H]12)S(=O)(=O)c1ccc(C)cc1	-16	4	/
Cc1cc(C(=O)Nc2ccc(F)cc2)c2ccccc2n1	-11	-4	i
CN(C(=O)COC(=O)CNC(=O)c1ccc(Cl)cc1Cl)c1ccccc1	-12	32	i
COC(=O)C/C=C/[C@@H](C)[C@@H](/C=N/O[C@H](C)c1cn([C@@H]2COC[C@H]2O)nn1)NS(=O)(=O)c1ccc(C)cc1	-8	21	i
COc1cccc(N2CC(C(=O)Nc3nnc(SCCN4CCOCC4)s3)CC2=O)c1 (centres undefined)	-23	0	i
CC(C)(C)c1ccc2c(c1)OC(C(=O)N/N=C\c1ccc[nH]1)CO2 (centres undefined)	-33	31	i
CCn1c(SCC(=O)NCc2ccco2)nnc1C1CCCC1	-2	15	i
Cc1ccc(-n2nnnc2SCC(=O)Nc2nc(-c3ccc(F)cc3)cs2)cc1C	7	6	i
CC(=O)[C@H]1CCC2C3CC=C4C[C@@H](O)CC[C@]4(C)C3CC[C@@]21C (some centres undefined)	-25	3	/
N/C(=N\O)c1ccncc1	2	0	i
O=C(C1CCN(S(=O)(=O)N2CCC3(CC2)OCCO3)CC1)N1CCC(Cc2ccccc2)CC1	-16	7	i
COc1ccc(NC(=O)c2cccc(N3C(=O)NC4CC3(C)Oc3ccccc34)c2)cc1 (centres undefined)	-19	11	i
CCC(=O)OC1(C)C(=O)C=C2C=C(c3ccsc3)OC=C2C1=O (centres undefined)	-14	18	i
CCOc1cc(/C=C/c2ccc3cccc([N+](=O)[O-])c3n2)ccc1O	-23	10	i
O=C(Nc1ccc(N2CCOCC2)cc1)C1CCCCC1	-17	18	i
CCCCNC(=O)[C@H]1C[C@H]1[C@@H](O)[C@H](CO)NC(=O)[C@H](COCc1ccccc1)NC(=O)OC(C)(C)C	-4	16	i
CCN(CC)S(=O)(=O)c1cccc(-c2cn3cc(C)ccc3n2)c1	-32	22	i

Screens deposited in PubChem by several laboratories.

Outcome played no part in choosing rows; overall some 2.5% were active at least once.
